Akt phos inh: HTS Assay for Inhibitors of Akt Phophorylation: Primary Screen; Neuro2A IGF-stimulated pAkt S473 HTRF, 20 min; hits give low values; activity change, % for hits at 50 µM; 360,000 compounds, 0.32% hits; AID 651550, 2012; in the data active = activity change below about -80%; inconclusive = mostly about -51% to -80%; also: % is scaled to controls: 0 for no effect and ±100 for the full control effect
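Neuro2A cells in DMEM with 0.5% FBS, overnight at 37 deg C, given compound at single 50 µM final, then IGF (6 nM final) for 20 min at 37 deg C. Lysed; phospho-Akt Ser473 by HTRF after 24 h, 665/615 ratio.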
Abeta rescue: qHTS for compounds that reverse cellular toxicity of Amyloid beta (A-beta) peptide in yeast: Primary Screen | yeast expressing A-beta42, growth rescue, OD600, 48 h; response scale: 0% DMSO, 100% iron-clioquinol control | 410,000 compounds, 0.063% hits | Potency, µM (highest dose often 46.1 µM), inactives show top-dose growth rescue, hits mostly activators | AID 1347071, 2019; also: potency is read from the fitted curve at half-maximal effect; nearly all actives have a fitted effect of over 55% in size
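Growth rescue measured by 600 nm absorbance after 48 h yeast culture at 30 C with compound. Values normalized between DMSO and an equimolar ferric chloride plus clioquinol control.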
TGFb inhibitor: qHTS for Inhibitors of TGF-b; 410,000 compounds, 1.2% hits; HepG2 CAGA-GFP TGF-b/SMAD3 reporter, GFP fluorescence, 18 h; TGF-beta stimulated, 500 pg/mL final; Potency, µM (series often up to 46.1 µM), for inactives: at the highest dose activity, negative = inhibition, most hits filed as inhibitors; also: potency is read from the fitted curve at half-maximal effect; % is scaled to controls: 0 for no effect and ±100 for the full control effect; nearly all actives have a fitted effect of over 65% in size
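Smad-responsive CAGA-GFP expression was quantified in HEPG2 cells exposed to compounds and 500 pg/mL final TGF-beta for 18 h at 37 degrees C; unstimulated wells defined full inhibition.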
HepG2 viability: qHTS for Inhibitors of TGF-b: Cytotox Counterscreen; HepG2 CAGA-GFP viability, ATP luminescence, 18 h; Potency, µM (series often up to 46.1 µM), for inactives: top-dose activity change, negative = cytotoxicity, most hits filed as cytotoxic; 410,000 compounds, 0.76% hits; also: potency is read from the fitted curve at half-maximal effect; some results filed as inactive show a strong effect at the top dose
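CellTiter-Glo luminescence gave cytotoxicity after 18 hours at 37 degrees C. The cells were HepG2 CAGA-GFP in 1% FBS DMEM, stimulated with 500 pg/mL TGF-beta after compound addition. %Activity was normalised to no-cell wells (complete cell-killing) and DMSO (no toxicity), and curves were fitted and classified.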
MmCpn inh: Inhibitors of TCP-1 ring complex (TRiC) of Methanococcus maripaludis (MmCpn): qHTS | Chaperonin Mm-Cpn (Methanococcus maripaludis) | purified Mm-Cpn ATPase, ADP Transcreener TR-FRET | Potency, µM (doses to about 76.9 µM), for the others: at the top dose activity, negative = inhibition, most hits filed as inhibitors | 330,000 compounds, 0.031% hits; also: potency is read from the fitted curve at half-maximal effect; % is scaled to controls: 0 for no effect and ±100 for the full control effect; nearly all actives have a fitted effect of over 80% in size
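Inhibition of chaperonin ATP hydrolysis is measured as reduced ADP production, detected by competitive TR-FRET in which signal falls with ADP. Final enzyme 25 nM and ATP 10 uM, reacted 30 min at 37°C.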
Nrf2 block: Nrf2 qHTS screen for inhibitors | AID 504444, 2011 | 360,000 compounds, 2.1% hits | A549 ARE-Fluc reporter, luciferase luminescence, 18-24 h | Potency, µM (series often up to 46 µM), for the others: at the highest dose activity change, negative = inhibition, usual class: inhibitors; also: potency is read from the fitted curve at half-maximal effect; % is scaled to controls: 0 for no effect and ±100 for the full control effect; nearly all actives have a fitted effect of over 60% in size
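Quantitative HTS in A549 cells stably bearing an antioxidant response element-firefly luciferase construct. Inhibition of Nrf2-driven transcription was scored by luminescence after 18-24 h of compound exposure at 37 °C.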
A549 tox: Nrf2 qHTS screen for inhibitors: counterscreen for cytotoxicity | 390,000 compounds, 0.16% hits | Potency, µM (top dose mostly 46 µM), without a hit: at the highest dose activity change, negative = cytotoxicity, actives largely listed as inhibitors | AID 504648, 2011 | A549 ARE-Fluc cells, CellTiter-Fluor viability, 18-24 h; also: potency is read from the fitted curve at half-maximal effect; % is scaled to controls: 0 for no effect and ±100 for the full control effect
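A549 ARE_Fluc cells in 5% FBS OPTI-MEM were exposed to compounds in concentration-response for 18-24 h at 37 deg C. Viability was read by CellTiter-Fluor fluorescence (Ex 405/Em 525) after 30 min, before the luciferase read.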
CCT chaperon mod: High-Throughput Screening for Modulators of Cytosolic Chaperonin Activity | AID 651819, 2012 | purified chaperonin ATPase assay, HTRF ADP detection, 30 min | 360,000 compounds, 0.3% hits | activity change, % (no concentration beside the values), hits read low; in the data active = activity change below about -30%; also: % is scaled to controls: 0 for no effect and ±100 for the full control effect
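TRiC at 40 or 20 nM final (batch-dependent) in 30 mM Tris pH 7.4, 100 mM KCl, 5 mM MgCl2, 1 mM DTT, with compound at single 76 uM and 10 uM ATP, 30 min at 37 deg C. ADP detected by HTRF Transcreener, 665/615 ratio.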
Nrf2 ARE act: qHTS of Nrf2 Activators; 410,000 compounds, 0.31% hits; Potency, µM (top dose mostly 46.1 µM), inactives show at the highest dose activation, hits mostly activators; AID 624171, 2012; AREc32 ARE-luciferase reporter (MCF7-derived line), luminescence, 24 h; also: potency is read from the fitted curve at half-maximal effect; % of control where 0% means no effect; nearly all actives have a fitted effect of over 65% in size
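AREc32 cells carrying an ARE-driven firefly luciferase, 1000 cells/well in OPTI-MEM with 5% FBS, dosed after overnight attachment and incubated 24 hr at 37 deg C. Steady-Glo luminescence read after 30 min at RT.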
* marks the source's active call; other numbers are inactive results; i = inactive; ? = inconclusive; · = no result given; & = joins results of further samples; [ ] = remark or other dose. Unless noted, calls follow the shape of the dose curve; as a rule, active = well fitted curve in the direction sought with a large enough effect; inconclusive = small, poorly fitted or top-dose-only effect, or another doubt; inactive = no such curve, though single readings can be large; an effect the other way counts as inactive or inconclusive.

canonical_smiles | Akt phos inh | Abeta rescue | TGFb inhibitor | HepG2 viability | MmCpn inh | Nrf2 block | A549 tox | CCT chaperon mod | Nrf2 ARE act
CCOC(=O)N1CCC(NC(=O)CCC(=O)c2ccccc2)CC1 | i | 10.3% | 2.2% | -11.9% | 0.7% | 9.2% | -1.9% | -0.4 | 2.2%
CCn1nc(NS(=O)(=O)c2ccc(NC(C)=O)cc2)c2cc3ccc(C)cc3nc21 | i | 6.2% | 1.6% | -16.3% | -1.9% | 24.7% | 10.3% | 0.2 | 0.4%
CCc1c(C(=O)OCc2ccccc2)[nH]c(C)c1C | i | -5.5% | -5.7% | -23.9% | -1.5% | ? | -1.7% | -6.0 | 8.0%
CC(C)CC(=O)c1c[nH]c(C(=O)NCCCn2ccnc2)c1 | i | 11.1% | 0.0% | -8.1% | 0.3% | 6.7% | 2.8% | -0.5 | 0.0%
Cc1cccn2c(=O)c3cc(C(=O)NC4CCCC4)c(=N)n(CC4CCCO4)c3nc12 (stereo unspecified) | i | -17.7% | -9.2% | -35.8% | -7.6% | 0.1% | 22.6% | 1.7 | 3.4%
CC(=O)N=C(N)Sc1nc2ccccc2[nH]1 | i | ? | -0.2% | -3.3% | -0.4% | ? | 10.5% | -0.4 | 4.4%
COc1ccc(C2/C=C\CN(C(=O)c3ccc(C)cc3)CC(=O)N2Cc2ccc(F)cc2)cc1 (stereo unspecified) | i | -18.3% | ? | -1.4%&-7.2% | 0.4% | ? | -15.5%&5.9% | 0.7 | -0.8%
CCC(=O)N1CCc2cc(Br)cc(S(=O)(=O)N3CCN(c4ccccc4OC)CC3)c21 | · | 0.3% | 2.2% | 3.6% | · | -1.1%[9.27 µM] | 1.5% | · | -1.2%
CCCCNC(=O)CCn1c(=O)c2cccn2c2cccnc21 | · | -11.5% | 7.2% | 4.1% | · | ? | -0.8% | · | 18.6%
Cc1ccc(NC(=O)CSCC(=O)N(C)CC(=O)Nc2cccc3ccccc23)cc1 | i | 6.0% | 8.2% | -12.1% | 1.1% | -6.6% | 0.6% | -0.3 | -0.4%
c1ccc(-c2nnc3ccc(N4CCC5(CC4)OCCO5)nn23)cc1 | i | -1.1% | -4.1% | -16.1% | -0.9% | · | -11.6% | -0.2 | 0.0%
COc1ccc(Nc2c(-c3ccc(F)cc3)nc3nc(C)cc(C)n23)cc1 | i | -6.8% | · | · | · | · | · | -1.6 | 7.6%
COc1ccc(Cl)cc1C(=O)NCc1ccco1 | i | -14.6% | -0.4% | -0.4% | 0.8% | ? | -1.9% | -3.8 | ?
COc1ccc(Cn2ccnc2SCC(=O)Nc2ccc(C)cc2C)cc1 | · | 9.2% | ? | -6.4% | · | · | 5.5% | · | 3.5%
O=C(NC1=NCCS1)c1cccc(S(=O)(=O)N2CCOCC2)c1 | i | 8.2% | -3.0% | -2.7% | -0.6% | -17.8% | 3.6% | -1.5 | -0.4%
COc1cccc(OC)c1C(=O)Nc1cc(C)on1 | i | -3.5% | -8.2% | 0.8% | 0.2% | 2.6% | -1.5% | 2.7 | 2.0%
Cc1[nH]c(C)c(S(=O)(=O)NCc2ccco2)c1C(=O)N1CCCCC1 | i | -7.5% | 11.2% | 16.0% | -3.0% | 5.1% | 0.8% | -1.2 | -0.5%
OC1(Cc2ccn[nH]2)CCCCC1 | i | -1.9% | 8.2% | -23.3% | -1.2% | 2.7% | 1.0% | 0.1 | 1.7%
CN(C)C=Nc1ncc2c([nH]c3ccccc32)c1C#N | i | 14.0% | 18.0% | -14.9% | -6.1% | -10.9% | -9.5% | -1.7 | 0.1%
CC(CC(=O)Nc1ccc(Cl)c(S(=O)(=O)N2CCOCC2)c1)c1ccccc1 (stereo unspecified) | i | -8.8% | ? | 0.0% | -2.8% | 7.31µM* | -18.7% | 3.4 | 1.8%
COc1ccc(NC(=S)NNC(=O)Cn2nc(C(F)F)cc2C(F)F)cc1 | i | 23.7% | 6.5% | 9.0% | -3.0% | -11.0% | -7.5% | 0.6 | 0.1%
Cc1cccc(OC(=O)c2ccc3nccnc3c2)c1 | i | -24.4% | 2.8% | 19.2% | -0.9% | 19.3% | -2.8% | 1.0 | -0.6%
CN(Cc1ccccc1)S(=O)(=O)c1ccc(Cl)c(C(=O)NCc2ccc3c(c2)OCO3)c1 | i | -10.7% | ? | -0.5% | 0.7% | -13.3% | -6.4% | -0.9 | -0.4%
CCN1C(=O)c2ccccc2Sc2ccc(C(=O)NC(C)C)cc21 | i | 1.9% | 10.4% | 6.0% | 1.3% | -7.8% | 1.7% | -1.9 | -0.5%
O=C1Nc2ccccc2/C1=N\c1sc2c(c1C(=O)Nc1ccccc1)CCCC2 | · | -2.2% | ? | -9.6% | -0.8% | 4.9% | -9.2% | 1.0 | 8.1%

Later entries
canonical_smiles | Akt phos inh | Abeta rescue | TGFb inhibitor | HepG2 viability | MmCpn inh | Nrf2 block | A549 tox | CCT chaperon mod | Nrf2 ARE act
O=C(c1cn(-c2ccccc2)nc1-c1cccs1)N1CCN(c2ccccc2)CC1 | i | 11.4% | -0.8% | 5.0% | -0.3% | ? | -12.3% | 1.1 | 2.2%
O=C1OCC2=C1C(c1ccc(F)cc1)c1cc3c(cc1N2)OCO3 (stereo unspecified) | i | -11.4% | ? | 4.8% | 0.9% | -10.3% | ? | 0.6 | -0.8%
Cc1ccc(-c2csc3nc(C(C)C)oc(=O)c23)c(C)c1 | i | -1.4% | 1.8% | 15.9% | -1.1% | -1.1% | 0.2% | -0.2 | -1.0%
CCc1c(C)nc2c(-c3ccccc3)c[nH]n2c1=O | i | -5.3% | -22.5% | -32.0% | -0.6% | -25.8% | -9.7% | 1.2 | 0.2%[9.22 µM]
CCOC(=O)Nc1ccc2c(c1)N(C(=O)CN(C)C)c1ccccc1CC2 | i | -18.8% | -13.3% | -22.0% | 0.9% | 5.6% | -2.2% | -1.6 | -0.1%
COc1ccc(CCC(=O)NNC(=O)c2cc(Cl)ccc2OC)cc1OC | i | -2.6% | -15.0% | 7.1% | -0.5% | 0.6% | -6.8% | 1.4 | -0.5%
CCOc1ccc(-c2nc(-c3cccnc3)no2)cc1 | i | -6.0% | 22.5% | -19.0% | -1.1% | ? | 0.0% | -2.4 | -3.0%
CN1CCN(C(=O)c2ccc3c(=O)n(CCc4ccccc4)c(=S)[nH]c3c2)CC1 | i | 6.6% | -7.3% | 3.7% | · | 1.1% | -6.7% | 0.7 | -0.6%
Cc1ccc(C)c(NC(=O)COc2coc(CN3CCc4ccccc43)cc2=O)c1 | i | -0.1% | ? | -17.8% | -0.8% | ? | -1.4% | 0.7 | -0.3%
Cc1cc(Cl)ccc1OCCCC(=O)OCC(=O)c1c(N)n(C)c(=O)n(C)c1=O | i | 24.0% | 1.2% | 12.0% | 0.6% | -5.7% | 1.0% | -0.1 | 0.0%
Cc1ccc2nc(N(CCN3CCOCC3)C(=O)CCS(=O)(=O)c3ccccc3)sc2c1 | i | 4.7% | ? | -45.8% | 2.3% | ? | -8.6% | 2.8 | ?
Cc1ccc([C@@H]2[C@@H]3C(=O)N(C)C(=O)[C@@H]3[C@]3(Cc4ccccc4)C(=O)N(Cc4ccccn4)CC(=O)N23)o1 | i | 0.6% | 15.4% | 0.0% | 0.5% | 6.8% | -3.0% | 0.1 | -1.2%
Cc1cccc(N(C(=O)CCC(=O)Nc2ccccn2)C(C(=O)NC(C)C)c2ccc(F)cc2)c1 (stereo unspecified) | i | -1.0% | 1.7% | -0.9% | 2.4% | -22.3% | 1.2% | 2.9 | -0.7%
CCCOc1ccc(C(=O)Nc2cc(S(=O)(=O)N3CCOCC3)ccc2N2CCN(CC)CC2)cc1OC | i | -5.4% | 3.1% | 9.4% | · | 13.9% | 4.4% | -2.4 | 0.1%
CC1CCCC(C)N1CC(O)COCC1COc2ccccc2O1 (stereo unspecified) | i | 22.0% | 3.6% | -1.0% | 1.5% | · | -14.4% | 0.6 | -0.6%
Cc1cccc(NC(=O)c2cc3c(=O)n4cccc(C)c4nc3s2)c1C | · | -7.4% | -13.2% | -41.1% | · | 2.8% | 0.2% | · | 2.4%
Oc1ccc(/C=N/n2c3ccccc3c3ccccc32)cc1 | i | -11.2% | ? | -54.2% | -0.4% | -15.4% | -12.5% | -3.0 | 11.3%
